LYPLA2 counter: LYPLA2 inhibitors, primary screen, counter-screen for PME1 inhibitor project, biochemical, fluorescence polarization, FP-Rh probe ABPP; Acyl-protein thioesterase 2 (Homo sapiens), O95372; recombinant LYPLA2; inhibition, % at 5.9 µM; 320,000 tested, 0.38% active;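 active means inhibition above the screen-wide mean plus 3 SD, limit set per campaign, cut at about 26% in these data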;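 further: 0% = LYPLA2 with DMSO and 100% = wells lacking LYPLA2 enzyme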
PAFAH1B3 FP inh: PAFAH1B3 enzyme inhibitors, primary screen, biochemical, fluorescence polarization, human; Platelet-activating factor acetylhydrolase IB subunit alpha1 (Homo sapiens), Q15102; recombinant PAFAH1B3, FP-rhodamine probe; inhibition, % at 3.39 µM; 340,000 tested, 0.28% active;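 active means inhibition above the screen-wide average of all tested compounds plus 3 SD, cut at about 25% in these data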;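 further: 0% = enzyme with DMSO only and 100% = wells lacking PAFAH1B3 protein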
LYPLA1 counter: LYPLA1 inhibitors, primary screen, counter-screen for PME1 inhibitor project, biochemical, fluorescence polarization, FP-Rh probe ABPP; recombinant LYPLA1; inhibition, % at 5.9 µM; 320,000 tested, 0.16% active; AID 2174, 2009;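 active means inhibition above the mean of all tested compounds plus 3 SD, set per campaign, cut at about 14% in these data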;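 further: inhibitors block serine hydrolase probe labeling of LYPLA1 so polarization falls; 0% = enzyme with DMSO and 100% = wells lacking LYPLA1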
PAFAH1B2 inh: PAFAH1B2 enzyme inhibitors, primary screen, biochemical, fluorescence polarization, human | Platelet-activating factor acetylhydrolase IB subunit alpha2 (Homo sapiens), P68402 | recombinant PAFAH1B2, FP-rhodamine activity probe | inhibition, % at 3.39 µM | 340,000 tested, 1.2% active;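 active means inhibition above the mean of all tested compounds plus 3 SD, cut at about 24% in these data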;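 further: 0% = enzyme with DMSO and 100% = wells lacking PAFAH1B2; many of its hits are not listed in these tables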
PAFAH2 inh: PAFAH2 enzyme inhibitors, primary screen, biochemical, fluorescence polarization, human | 340,000 tested, 0.99% active | recombinant PAFAH2, FP-rhodamine activity probe | AID 492956, 2010 | Platelet-activating factor acetylhydrolase 2, cytoplasmic (Homo sapiens), Q99487 | inhibition, % at 3.39 µM;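 active means inhibition above the mean over all tested compounds plus 3 SD, cut at about 30% in these data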;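 further: inhibitors block probe labeling of enzyme so polarization drops; 0% = enzyme with DMSO and 100% = wells lacking PAFAH2 protein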
PME-1 primary: PME-1 inhibitors via competitive probe labeling, primary screen, biochemical, fluorescence polarization, FP-Rh probe, HTS; recombinant PME-1; inhibition, % at 5.9 µM; 320,000 tested, 0.53% active;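 active means inhibition above the campaign mean of all compounds plus 3 SD, cut at about 26% in these data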;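 further: competitive labeling of PME-1 active site by serine hydrolase directed probe; 0% = PME-1 with DMSO and 100% = wells lacking PME-1 enzyme; inhibitors block probe labeling so polarization falls and inhibition rises; many of its hits are not listed in these tables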
GSTO1 inh: inhibitors of recombinant GSTO1, primary screen, counter-screen for RBBP9 inhibitor project, biochemical, fluorescence polarization | AID 1974, 2009 | inhibition, % at 5.96 µM | 300,000 tested, 1.1% active | activity-based probe fluorescence polarization;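 active means inhibition above the campaign mean inhibition plus 3 SD, cut at about 35% in these data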;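 further: 0% = GSTO1-1 with DMSO and 100% = wells lacking GSTO1-1 enzyme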
PAD4 FP inh: human PAD4 inhibitors, primary screen, biochemical, fluorescence polarization, 1536-well format. inhibition, % at 6.36 µM. recombinant PAD4, RCA probe fluorescence polarization. 330,000 tested, 0.41% active;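 active means percent inhibition above a cutoff equal to the mean of all tested compounds plus 3 SD, cut at about 15% in these data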;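 further: 0% = PAD4 with RCA probe and DMSO and 100% = probe without PAD4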
Target sequence (Q9UM07 whole entry, looked up): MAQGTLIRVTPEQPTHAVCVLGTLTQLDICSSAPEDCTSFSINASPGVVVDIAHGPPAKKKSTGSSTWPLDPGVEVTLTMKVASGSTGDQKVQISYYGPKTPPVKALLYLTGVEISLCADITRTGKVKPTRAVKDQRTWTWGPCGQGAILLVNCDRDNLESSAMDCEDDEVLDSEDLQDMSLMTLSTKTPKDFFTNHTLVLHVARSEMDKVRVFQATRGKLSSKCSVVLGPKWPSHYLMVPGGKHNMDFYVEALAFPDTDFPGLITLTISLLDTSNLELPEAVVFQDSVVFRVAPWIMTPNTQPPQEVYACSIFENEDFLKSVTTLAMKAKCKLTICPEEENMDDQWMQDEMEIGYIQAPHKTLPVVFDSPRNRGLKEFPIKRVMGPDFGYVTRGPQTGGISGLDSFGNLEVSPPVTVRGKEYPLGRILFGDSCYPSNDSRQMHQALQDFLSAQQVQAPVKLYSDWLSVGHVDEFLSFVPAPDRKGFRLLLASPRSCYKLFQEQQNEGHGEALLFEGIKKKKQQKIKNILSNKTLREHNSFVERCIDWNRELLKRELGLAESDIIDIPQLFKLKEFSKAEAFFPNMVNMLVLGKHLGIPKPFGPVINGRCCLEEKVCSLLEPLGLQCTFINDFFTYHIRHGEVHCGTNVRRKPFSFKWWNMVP
pPAFAH inh: pPAFAH enzyme inhibitors, primary screen, biochemical, fluorescence polarization, human; Platelet-activating factor acetylhydrolase (Homo sapiens), Q13093; 330,000 tested, 1.5% active; AID 463082, 2010; inhibition, % at 3.39 µM; recombinant pPAFAH, FP-rhodamine probe fluorescence polarization;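 active means inhibition above the mean inhibition across the screen plus 3 SD, cut at about 25% in these data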;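 further: inhibitors block binding of the rhodamine activity-based probe so polarization drops; 0% = enzyme with DMSO and 100% = wells lacking pPAFAH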
Target sequence (Q13093 whole entry, looked up): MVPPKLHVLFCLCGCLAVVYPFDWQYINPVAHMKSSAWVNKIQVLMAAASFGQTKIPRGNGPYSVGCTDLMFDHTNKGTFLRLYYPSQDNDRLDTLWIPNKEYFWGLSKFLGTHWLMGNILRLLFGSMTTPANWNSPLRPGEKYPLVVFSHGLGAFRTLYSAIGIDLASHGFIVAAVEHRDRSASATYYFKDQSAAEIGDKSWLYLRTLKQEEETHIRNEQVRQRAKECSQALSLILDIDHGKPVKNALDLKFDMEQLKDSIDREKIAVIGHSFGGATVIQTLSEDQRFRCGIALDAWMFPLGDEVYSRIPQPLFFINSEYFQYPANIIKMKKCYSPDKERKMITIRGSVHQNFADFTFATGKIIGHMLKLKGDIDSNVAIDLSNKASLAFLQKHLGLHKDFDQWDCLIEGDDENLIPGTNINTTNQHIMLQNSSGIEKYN
* marks the source's active call; other numbers are inactive results; . = not tested or not shown. Not all compounds are listed (hit frequency here may not be typical).

SMILES	LYPLA2 counter	PAFAH1B3 FP inh	LYPLA1 counter	PAFAH1B2 inh	PAFAH2 inh	PME-1 primary	GSTO1 inh	PAD4 FP inh	pPAFAH inh
O=C(CSC1=NS(=O)(=O)c2cc(Cl)ccc2N1)c1ccc(Cl)cc1	11	7	1	14	1	-5	-20	-2	-1
Cc1ccnc(NC(=O)c2ccc3c(c2)C(=O)N(CC2CCCO2)C3=O)c1 (stereo not given)	-1	3	-1	7	7	1	2	-5	3
Cc1cc(=O)n2nc(N3CCCC3C(=O)Nc3ccccc3C)sc2n1 (stereo not given)	-9	9	-4	4	1	-1	-5	-2	1
CC1CCN(C(=O)CCc2nnc(-c3ccccc3)o2)CC1	4	4	-1	8	3	-4	0	0	3
C=C[C@@H]1c2cc(C)ccc2N(S(=O)(=O)c2ccc(C)cc2)[C@H](c2ccccc2)C1(C#N)S(=O)(=O)c1ccccc1 (stereo not given in full)	.	6	.	-8	-1	.	.	2	-1
CN(C(=O)/C=C/c1cnc2ccccc2c1)C1CCCCC1	-9	-1	3	3	5	-1	-10	-6	-6
Clc1ccccc1CNc1ncnc2nc[nH]c12	1	4	1	-2	-1	-2	-5	-3	-8
Cc1csc(NC(=O)c2cnc3ccccc3n2)n1	-7	8	-3	4	12	-3	5	-2	3
N=C1/C(=C\c2ccc(OC(=O)c3ccc(F)cc3)cc2)C(=O)N=C2SC(N3CCCC3)=NN12	0	-1	-3	7	-1	12	13	3	21
CCOC(=O)c1c(C)nc2sc3c(=O)[nH]cnc3c2c1-c1ccc(OC)cc1	6	1	0	1	-8	-4	2	1	0
CC(=O)c1ccccc1OCCn1nnc(-c2ccc(C)cc2)n1	3	-1	-2	1	4	5	-6	3	2
CC1CN(S(=O)(=O)c2ccc(C(=O)Nc3nnc(-c4ccc5c(c4)CCCC5)o3)cc2)CC(C)O1 (stereo not given)	6	0	2	1	8	3	2	4	7
COc1cc(/C=C/C(=O)NC(C)C)ccc1OCc1ccccc1	2	3	5	-1	0	5	1	-2	6
CCOC(=O)c1ccc(NC(=O)CSc2ccc(-c3ccncc3)nn2)cc1	-6	-1	-1	-2	-3	-1	5	-6	6
O=C(NCc1ccco1)c1ccc2c(c1)C(=O)c1ccccc1-2	2	8	0	3	10	2	4	0	8
COc1cc(-c2noc(C)c2C(=O)NCCCn2ccnc2)cc(OC)c1OC	.	3	.	0	3	.	.	-6	0
CCN1C(=O)N(c2ccc(C(C)=O)cc2)S(=O)(=O)c2ccccc21	9	7	1	5	-8	-8	0	1	0
Cc1ccc(CSc2ncnc3ccccc23)cc1	1	6	-2	0	-4	4	-5	1	2
COc1cccc(-c2cc(C(=O)Nc3nc4ccccc4s3)c3ccccc3n2)c1	-45	-25	-24	-12	-26	-42	-6	3	-20
CCOC(=O)C1(Cc2ccccc2C(F)(F)F)CCN(C(=O)c2cc(C)n(C)n2)CC1	-3	2	-3	8	7	-4	8	-4	-2
CC1CCCN(CCCNS(=O)(=O)c2cc(Br)cc3c2N(C(=O)C2CC2)CC3)C1 (stereo not given)	-2	6	0	4	0	0	9	-2	-2
CCN(Cc1ccccc1)S(=O)(=O)c1ccc2oc(C(=O)O)c(C)c2c1	-1	-1	-4	-1	-2	1	16	-2	-3
Cc1nc2c3cc(F)ccc3n(CCN3CCCCC3)c2s1	6	-1	-2	3	5	6	2	-2	-2
CNC(=O)COC(=O)c1cc2c(s1)CCCC2	3	10	6	3	-9	-1	4	1	5
O=C(Nc1ccccc1-c1nnc(SCc2ccccc2)o1)c1ccccc1	-1	4	-8	-3	1	-9	2	3	4
O=C(NCc1ccco1)c1ccc2c(c1)CCO2	-2	6	1	-4	6	2	2	2	4
CC(C)CN1C(=O)c2ccc(C(=O)Nc3ccncc3)cc2C1=O	14	-2	0	3	5	3	2	4	2
Cc1cccc(-n2cnc(C(=O)Nc3cccnc3)c2)n1	-7	7	-2	6	-1	-2	-2	-1	3
Cc1cccc(C(=O)Oc2coc(CSc3nnc(NC(=O)C4CC4)s3)cc2=O)c1	2	0	-3	5	4	1	3	-3	12
COc1ccccc1/C=C/C(=O)OCc1nc2ccccc2c(=O)[nH]1	0	0	-6	4	23	2	2	0	1
COc1cc(-c2nnc3n(CCc4ccccc4)c(=O)c4ccccc4n23)cc(OC)c1OC	2	-6	1	3	4	5	0	2	-1
O=C1C2CCCCN2C(=O)N1CCCCN1CCN(c2ccc([N+](=O)[O-])cc2)CC1 (stereo not given)	31*	2	6	2	1	1	7	4	17
CCOC(=O)NC(Nc1nc2ccccc2s1)(C(=O)OCC)C(F)(F)F (stereo not given)	0	6	0	4	-27	0	0	2	5
CCN1CCN(c2ncc3c(n2)CC(c2ccc(OC)c(OC)c2)CC3=O)CC1 (stereo not given)	2	1	-3	0	2	-5	-6	-2	-5
CCS(=O)(=O)N1Cc2ccccc2CC1C(=O)Nc1nc2ccccc2[nH]1 (stereo not given)	4	4	-1	2	0	-1	0	1	5
Cc1c(NC(=O)COC(=O)C23CC4CC(CC(O)(C4)C2)C3)c(=O)n(-c2ccccc2)n1C	-2	0	4	0	7	2	2	0	2
CCOC(=O)c1sc2nc(CN3CCN(c4cccc(C(F)(F)F)c4)CC3)[nH]c(=O)c2c1C	-4	-2	-1	-6	-1	-6	6	-5	-7
Cc1ccc(S(=O)(=O)CCC(=O)OC(C)C(=O)N2CCc3ccccc32)cc1 (stereo not given)	5	3	0	3	-2	4	5	-10	6
c1ccc(-c2nnc(-c3ccccn3)nc2NC2CCCCC2)cc1	4	13	2	1	7	1	7	5	9
C#CCOCCOCCOCCNc1nc(N2CCN(C(=O)[C@H](CCC(=O)O)n3cc([C@@H](N)CCCCN)nn3)CC2)nc(N2CCN(C(=O)[C@H](CCCCN)n3cc([C@@H](N)CC(N)=O)nn3)CC2)n1	.	8	.	-1	-1	.	.	-3	2
CC1C(=O)C(C)C(c2ccc(O)cc2)NC1c1ccc(O)cc1 (stereo not given)	4	2	-1	7	-2	-6	3	-1	4
O=C(Cn1nnc(-c2ccccc2)n1)Nc1ccc2c(c1)OCO2	-4	-2	0	-4	-2	3	4	-2	4
COc1ccc(C2C(C(C)=O)=C(O)C(=O)N2CCc2ccccc2)c(OC)c1 (stereo not given)	-5	1	0	2	1	-1	-1	-11	-8
Cc1cc(NS(=O)(=O)c2ccc(NC(=S)NC(=O)c3ccncc3)cc2)no1	-4	2	-3	5	-1	-7	-7	-3	-3
CCCCCCOc1ccc(C(=O)O)cc1C#N	6	7	-1	17	0	4	-6	9	7
COc1ccc(C(=O)Oc2ccc3oc(=O)sc3c2)cc1	15	5	-2	2	-5	-2	31	48*	15
CC(C)(C)c1cc(NC(=O)COC(=O)c2nccnc2N)n(-c2ccccc2)n1	2	7	3	0	1	6	-1	-1	0
COc1ccc(NCC(=O)Nc2cccc(S(=O)(=O)N3CCCC3)c2)cc1Cl	.	10	.	1	9	.	.	0	8
COC(=O)c1c(NC(NC(=O)C(C)C)C(Cl)(Cl)Cl)sc2c1CCCC2 (stereo not given)	3	9	-3	-1	5	3	3	0	7
S=C(NCc1ccco1)Nc1ccc2c(c1)OCCO2	-1	2	3	-1	1	0	10	2	4
CCOC(=O)C1(C)Oc2ccc(S(=O)(=O)CC)cc2NC1=O (stereo not given)	1	2	-2	-2	5	0	-3	-4	3
O=C(NCc1ccco1)C(=S)N1CCCC1	4	7	1	0	-4	-1	6	1	6
COc1ccc(-c2csc3ncnc(Nc4ccc(O)cc4)c23)cc1	4	0	1	3	0	4	7	-1	7
CCn1cc(C2=NOC(C(=O)Nc3cc(OC)c(Cl)cc3OC)C2)c(C)n1 (stereo not given)	3	5	0	2	-5	-2	5	4	1
Cc1cc(NS(C)(=O)=O)c(=O)n(Cc2c(F)cccc2Cl)c1	3	9	1	9	-2	3	1	0	3
COc1cc(NC(=O)c2cccc(Cl)c2)ccc1NC(=O)c1cccs1	3	10	-10	2	0	6	-17	-2	6
O=C(NCc1cccs1)C1CC(O)CN1C(=O)Nc1ccccc1 (stereo not given)	-1	9	-4	7	-2	-3	1	-3	-2
Cc1nc(NC(=O)COC(=O)C2CC3CCCC(C2)C3=O)c(Cl)cc1Cl (stereo not given)	.	8	.	2	11	.	.	5	6
Cc1nnc(SCC(=O)Nc2ccccc2F)n1Cc1ccco1	4	-5	3	2	-3	-2	8	-4	-1
CCc1ccc(/C=C2\CN(CC)Cc3c2nc2ccccc2c3C(=O)O)cc1	2	8	0	2	4	-3	5	-3	12
The list goes on:
SMILES	LYPLA2 counter	PAFAH1B3 FP inh	LYPLA1 counter	PAFAH1B2 inh	PAFAH2 inh	PME-1 primary	GSTO1 inh	PAD4 FP inh	pPAFAH inh
COc1ccc(OCC(=O)N(Cc2ccc(C)o2)C2CCS(=O)(=O)C2)cc1 (stereo not given)	3	10	-3	-4	-1	9	2	-1	3
Cc1ccccc1OCC(=O)O/N=C(\N)Cc1cccs1	0	9	0	6	6	0	1	-6	8
COc1ccc(OC)c(NC(=O)CNC(=O)Cn2cnc3ccccc3c2=O)c1	-6	6	-6	-1	8	2	10	-4	-3
COc1ccccc1N/C(=N/S(=O)(=O)c1ccc(Cl)cc1)c1ccccc1	-3	4	0	18	4	5	4	-3	2
COc1ccccc1CCNC(=O)C(=O)NCC1OCCN1S(=O)(=O)c1cc(F)ccc1F (stereo not given)	-4	5	-3	5	5	3	0	5	11
CC(C)(C)NC(=O)C[C@H]1C[C@H](C(=O)N2CCOCC2)[C@@]2(CCC3CCCC3)c3[nH]c4cc(-c5ccco5)ccc4c3CCN2C1=O	.	6	.	3	14	.	.	1	14
CCN(C(=O)Cc1c(C(=O)O)[nH]c2ccccc12)c1cc(OC)ccc1OC	3	7	2	8	4	1	0	2	6
COc1ccc(CNC(=O)Cn2cc(C(F)(F)F)ccc2=O)cc1	-1	5	1	5	-3	-8	-10	-7	-5
CC(C)(C)c1ccc(-c2nnc(SC3CCOC3=O)n2Cc2ccccc2)cc1 (stereo not given)	6	1	0	2	6	0	2	1	11
COCCN(C(=O)COC(=O)C(c1ccccc1)c1ccccc1)c1c(N)n(Cc2ccccc2)c(=O)[nH]c1=O	1	3	-2	5	4	-2	6	0	-4
O=C(Nc1ccccc1-c1nc2ccccc2s1)c1ccc(Br)o1	-4	-4	0	0	-14	-5	1	-1	2
COc1ccc(-c2nnc(SCC(=O)Nc3ncc(C)s3)n2-c2ccccc2)cc1OC	1	4	-3	8	-5	13	-1	4	-1
Cc1ccc(NC(=O)c2ncn(CC(=O)NCC(C)c3ccccc3)n2)cc1C (stereo not given)	.	4	.	2	-2	.	.	-2	3
CCOC(=O)N1CCN(CC(=O)c2ccc3c(c2)CCN3)CC1	-3	-3	-1	7	-6	-4	12	-4	0
